HCV inh: inhibitors of hepatitis C virus infection; Huh7.5.1 HCVcc-Cre infection, luciferase reporter, 44 h; Potency, µM (doses to about 41.8 µM), for the others: at the top dose activity change, negative = inhibition, usual class: inhibitors; AID 651820; 3.4% of 340,000 active; note: potency is the fitted concentration of half-maximal effect
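A cell-based infection assay in which seeded cells (1,000 per well) receive test compound after 4 h, are inoculated with HCVcc-Cre at approximately 0.5 moi, and are incubated 44 h before luminescence detection.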
AMA1-RON2 inh: inhibitors of Plasmodium falciparum AMA1-RON2 interaction; AlphaScreen AMA1-biotinylated RON2 peptide binding; Potency, µM (top dose mostly 58.2 µM), for inactives: top-dose activity change, negative = inhibition, most hits filed as inhibitors; 0.2% of 360,000 active; AID 720542;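 note: potency is the fitted concentration of half-maximal effect; 0% = vehicle wells and -100% = peptide control; nearly all actives have a fitted effect of over 45% in size; some results filed as inactive show a strong effect at the top dose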
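AMA1 (3D7) with his tag at 25 nM final met compounds first, then biotinylated RON2 peptide at 25 nM; detection used donor plus acceptor beads, 10 µg/mL apiece, read by AlphaScreen after 30 min at room temperature.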
HCMV antiviral: blocks human cytomegalovirus replication | HFF cells, HCMV-luciferase reporter, 72 h; hits give low values | activity change, negative = inhibition, % at 57.5 µM | 4.5% of 410,000 active | AID 1259415; in the data active = activity change below about -60%; inconclusive = no clear call, values can overlap the other calls; inactive = above about -39%
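HFF cells seeded 16 h at 37C, treated with compounds, infected with luciferase-reporter HCMV at MOI 1 PFU/cell; luciferase read at 72 h post infection, normalized to buffer-only and Salinomycin controls.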
AmpC inh detg: AmpC beta-lactamase inhibition with detergent present | AmpC hydrolysis of nitrocefin, absorbance 480 nm, 0.01% Triton | Potency, µM (series often up to 114 µM), for the others: top-dose activity change, negative = inhibition, actives largely listed as inhibitors | 0.041% of 370,000 active;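 note: potency is the fitted concentration of half-maximal effect; 0% = no-compound wells and -100% = no-enzyme wells; nearly all actives have a fitted effect of over 25% in size; some results filed as inactive show a strong effect at the top dose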
Target sequence (P00811 whole entry, looked up): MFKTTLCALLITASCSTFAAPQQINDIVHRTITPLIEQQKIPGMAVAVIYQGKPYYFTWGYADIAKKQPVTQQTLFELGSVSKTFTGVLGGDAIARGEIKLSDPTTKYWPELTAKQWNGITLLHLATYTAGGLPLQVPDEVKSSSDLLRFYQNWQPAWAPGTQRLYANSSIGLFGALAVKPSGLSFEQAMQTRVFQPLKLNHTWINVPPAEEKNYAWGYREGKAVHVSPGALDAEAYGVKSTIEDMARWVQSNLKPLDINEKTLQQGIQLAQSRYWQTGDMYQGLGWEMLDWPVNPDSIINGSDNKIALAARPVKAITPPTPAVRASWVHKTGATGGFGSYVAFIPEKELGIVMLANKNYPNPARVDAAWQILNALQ
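AmpC (5.3 nM in the dispensed reagent) in 20 mM phosphate pH 7.0 with 0.01% (detergent screen) or 0.0001% Triton X-100 was preincubated with compounds for 15 min at room temperature. Nitrocefin was then added from an 800 uM solution, and hydrolysis was followed at 480 nm.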
Sm TGR block: S. mansoni TGR enzyme inhibition; purified TGR, DTNB reduction, TNB absorbance 405 nm; Potency, µM (highest dose often 114 µM), inactives show at the top dose activity change, negative = inhibition, hits mostly inhibitors; 3% of 360,000 active; AID 485364; note: potency is the fitted concentration of half-maximal effect; nearly all actives have a fitted effect of over 60% in size
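Kinetic colorimetric format: TGR-catalysed, NADPH-driven DTNB reduction monitored via TNB absorbance. Enzyme dispensed at 20 nM; compound exposure 15 min at room temperature before reaction start.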
Giardia FBPA inh: inhibitors of Giardia lamblia fructose-1,6-bisphosphate aldolase | A8B2U2 | purified Giardia FBPA | Potency, µM (doses to about 59.6 µM), inactives show at the top dose activity, negative = inhibition, hits mostly inhibitors | 0.71% of 290,000 active; note: potency is the fitted concentration of half-maximal effect; nearly all actives have a fitted effect of over 55% in size
Target sequence (A8B2U2 whole entry, looked up): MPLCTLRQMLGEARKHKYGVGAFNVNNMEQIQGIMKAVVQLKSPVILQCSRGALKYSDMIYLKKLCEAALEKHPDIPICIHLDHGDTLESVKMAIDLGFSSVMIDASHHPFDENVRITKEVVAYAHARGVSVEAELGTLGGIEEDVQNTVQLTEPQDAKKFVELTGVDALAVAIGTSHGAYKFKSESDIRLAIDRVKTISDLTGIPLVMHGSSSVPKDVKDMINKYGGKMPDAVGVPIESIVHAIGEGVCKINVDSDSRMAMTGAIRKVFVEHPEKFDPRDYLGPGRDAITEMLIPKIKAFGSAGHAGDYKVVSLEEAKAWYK
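Giardia FBPA (40 nM reagent) was preincubated 10 min at RT with compound (up to 57.5 uM final), then substrate plus GAPDH/TPI/NAD/arsenate coupling system with diaphorase/resazurin was added; resorufin fluorescence (525/598 nm) was read after 20 min.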
* marks the source's active call; other numbers are inactive results; ? = inconclusive; / = not tested or not shown; [ ] = another dose, or the depositor's remark. Unless noted, calls come from the whole dose curve; as a rule, active = well fitted curve in the direction sought with a large enough effect; inconclusive = small, poorly fitted or top-dose-only effect, or another doubt; inactive = no such curve, though single readings can be large; an effect the other way counts as inactive or inconclusive. Unless noted, % is set by controls: 0 for no effect and ±100 for the full control effect.

#	mol	HCV inh	AMA1-RON2 inh	HCMV antiviral
1	Nc1nc(-c2ccc(Br)s2)c(Br)s1	-2%	-20%	16
2	N#CCc1nc(CSc2nc3ccccc3o2)cs1	-1%	5%	19
3	Cc1ccc(Nc2nc(N)nc(CN3CCN(C)CC3)n2)cc1	7%	10%	8
4	CCCC(=O)NC(C)c1nc2ccccc2[nH]1 (configuration not stated)	29%	8%	17
5	CCC(CC)NC(=O)COC(=O)CCC(=O)c1ccc(Cl)cc1	28%	-11%	-34
6	COc1cccc(-n2c(C)nc3ccccc3c2=O)c1	13%	2%	-1
7	COc1ccc(CCNc2nncc(=O)[nH]2)cc1OC	9%	7%	70
8	Brc1ccc2ncnc(NCc3ccccc3)c2c1	10µM*	4%	-96*
9	O=S(=O)(/C=C/c1cccc(Br)c1)N1CCOCC1	-12%	2%	30
10	COc1ccc(NC(=O)COC(=O)Cc2ccccc2[N+](=O)[O-])cc1OC	4%	-11%	-21
11	Cc1oc(-c2ccccc2F)nc1CS(=O)(=O)CC(=O)NC1CCCC1	-25%	-4%	26
12	O=C(CSc1nnnn1-c1ccccc1)NCc1ccco1	-13%	-1%	-19

#	AmpC inh detg	Sm TGR block	Giardia FBPA inh
1	2%	-1%	7%
2	?	0%	1%
3	-10%	-1%	-7%
4	-3%	4%	-4%
5	-8%	0%	1%
6	0%	-4%	1%
7	-2%	-2%	-2%
8	-7%	-2%	-5%
9	-3%	1%	-7%
10	2%	-9%	-1%
11	?	40µM*	0%
12	2%	79µM*	0%

Further records:
#	mol	HCV inh	AMA1-RON2 inh	HCMV antiviral
13	O=c1[nH]c(=O)c2cc([N+](=O)[O-])cc([N+](=O)[O-])c2[nH]1	-11%	-9%	?
14	O=C(CN1C(=O)NC2(CCCCCCC2)C1=O)NCc1ccc(F)cc1	0%	2%	18
15	CCC(C)NC(=O)c1cc(CC(C)C)on1 (configuration not stated)	8%	0%	22
16	O=C(Nc1ccc2c(c1)OCO2)Nc1ccc(Br)cn1	10%	0%	9
17	CC(C)(C)n1ncc2c(=O)n(CC(=O)N3CCN(c4ccccc4)CC3)cnc21	8%	1%	3
18	CC(=O)Nc1ccc(NC(=O)c2cc(-c3ccc(C)c(C)c3O)n[nH]2)cc1	-22%	131%[activator]	-6
19	O=C(NCCS(=O)(=O)N1CCN(c2ccccc2)CC1)C1CC1	1%[8.37 µM]	-1%	-17
20	CCCCn1c(SCC(=O)N2CCCC2)nnc1-c1ccccc1	5%	-6%	3
21	CCn1c(=O)n(CC)c2cc(N3CCCCC3)c(NC(=O)Nc3ccccc3C(F)(F)F)cc21	/	/	-37
22	CC(C)CCOc1ccc(NC(=O)C2OC3OC(C)(C)OC3C3OC(C)(C)OC23)cc1 (configuration not stated)	16%	0%	16
23	CCn1c(C(=O)NCCCc2ccccc2)cc2sccc21	?	-2%	7
24	CC(C)N1CCC2(CC1)NC(CO)(CO)CO2	13%	1%	28

#	AmpC inh detg	Sm TGR block	Giardia FBPA inh
13	-11%	-20%	-11%
14	/	/	/
15	-6%	-1%	-1%
16	-1%	-10%	-1%
17	0%	-1%	8%
18	-8%	-13%	4%
19	-17%	2%	/
20	3%	1%	-1%
21	7%	-8%	/
22	-15%	45%[activator]	5%
23	?	19%	-15%
24	3%	-3%	8%

Compound profiles, from the list above. Screens in order: HCV inh, AMA1-RON2 inh, HCMV antiviral, AmpC inh detg, Sm TGR block, Giardia FBPA inh
`CCn1c(C(=O)NCCCc2ccccc2)cc2sccc21` in the list: ?, -2%, 7, ?, 19%, -15%
`O=C(Nc1ccc2c(c1)OCO2)Nc1ccc(Br)cn1` in the list: 10%, 0%, 9, -1%, -10%, -1%
`CC(C)(C)n1ncc2c(=O)n(CC(=O)N3CCN(c4ccccc4)CC3)cnc21` in the list: 8%, 1%, 3, 0%, -1%, 8%
`CCCCn1c(SCC(=O)N2CCCC2)nnc1-c1ccccc1` in the list: 5%, -6%, 3, 3%, 1%, -1%

The listing continues:
#	mol	HCV inh	AMA1-RON2 inh	HCMV antiviral
25	N#Cc1c2c(c(NCc3cccnc3)n3c1nc1ccccc13)CCC2	3%	1%	-7
26	Cc1ccc(S(=O)(=O)N(C)C)cc1NC(=O)COC(=O)C1CCCC1	7%	2%	-37
27	COc1ccccc1CCC(=O)OCC(=O)Nc1ccc(S(N)(=O)=O)cc1	10%	9%	-17
28	Cc1ccccc1OCCCCN1CCCCC1	-7%	6%	18
29	O=C(c1ccccc1)N1CCN(Cc2ccccc2C(F)(F)F)CC1	7%	0%	39
30	CC(=O)c1cccc(NC(=O)c2ccccc2N(Cc2ccccc2)S(C)(=O)=O)c1	10%	-2%	-17
31	C/C(=N\NC(=O)C1CC1)c1ccc(OC(F)F)cc1OC(F)F	-29%	3%	-18
32	Cc1ccc(OCCCCN2CCCCC2)c(C)c1	16%	9%	10
33	COc1ccc(C2C(C(=O)Nc3ccc(OC)c(OC)c3)c3ccccc3C(=O)N2C)cc1 (configuration not stated)	-5%	-1%	-8
34	Cc1ccc(NNS(=O)(=O)c2ccc(C)cc2)cc1	16%	-16%	97
35	C/C(N)=C(/C#N)C(=O)COC(=O)CCSc1ccccc1Cl	6%	-5%	11
36	Cc1ccc(-n2ncc3c(Nc4ccc(Oc5ccccc5)cc4)ncnc32)c(C)c1	/	/	-33

#	AmpC inh detg	Sm TGR block	Giardia FBPA inh
25	-3%	-17%	-22%
26	-8%	-2%	/
27	-7%	-9%	3%
28	-15%	-1%	1%
29	2%	9%	20µM*
30	-7%	0%	3%
31	-7%	-7%	/
32	?	0%	8%
33	1%	11%	-4%
34	-9%	7.9µM*	/
35	-4%	4%	-5%
36	10%	12%	/

(list continues)
#	mol	HCV inh	AMA1-RON2 inh	HCMV antiviral
37	CC(C)(O)/C=C1/Oc2ccccc2C1N1CCCCC1 (configuration not stated)	15%	2%	-7
38	Nc1nc(CSc2ccc(Cl)cc2)nc(N2CCCCC2)n1	?	-10%	-25
39	CC1CCc2c(cc(-c3ccccc3)n2-c2ccc(C(=O)NC(C)C)cc2)C1 (configuration not stated)	/	/	-99*
40	O=C1C(c2ccccc2)C(c2ccccc2)NC(c2ccccc2)C1c1ccccc1 (configuration not stated)	-4%	-7%	-3
41	COc1ccccc1OCC(=O)N1CCCC(N2CCN(c3ccc(F)cc3)CC2)C1 (configuration not stated)	/	7%	-40
42	COc1ccccc1NC(=O)Nc1ccccc1Br	?	14%	-31
43	COc1cccc(SCc2noc(C(=O)NC(C)C)c2C(=O)O)c1	43%[activator]	2%	-2
44	NS(=O)(=O)c1ccc(NC(=S)NC(=O)C2CCCC2)cc1	13%	8%	-11
45	Cc1ccc(NC(=O)c2cccs2)cc1S(=O)(=O)N(C)C	-17%	4%	-17
46	C=CCN(C(=O)CNC(=O)c1ccco1)C(C(=O)NC1CCCCC1)c1ccccc1 (configuration not stated)	5%	-5%	13
47	CC(C1CCN(Cc2cn(C)nc2-c2cccc(Cl)c2)CC1)N1CCOCC1 (configuration not stated)	-17%	9%	11
48	Cc1cc(C)c(NC(=O)COC(=O)c2nc3nccc(C)n3n2)c(Cl)c1	1%	-3%	2

#	AmpC inh detg	Sm TGR block	Giardia FBPA inh
37	-20%	35µM*	-4%
38	6%	/	-5%
39	9%	8%	/
40	-11%	-1%	6%
41	4%	?	/
42	1%	7%	-14%
43	-3%	1%	14%
44	6%	?	/
45	?	5%	-2%
46	2%	47%[activator]	6%
47	-2%	17%	-1%
48	-9%	-21%	/

The list goes on:
#	mol	HCV inh	AMA1-RON2 inh	HCMV antiviral
49	Cc1ccc(-c2c3c(=O)n(C)c(=O)n(C)c3cn2-c2cc(C)ccc2O)cc1	/	/	-15
50	OCCC1CN(Cc2cccnc2)CCN1CCc1ccccc1 (configuration not stated)	1%	6%	-32
51	O=C(NNc1cc(N2CCOCC2)nc(N2CCOCC2)n1)c1ccc([N+](=O)[O-])cc1	-18%	53%[activator]	-8
52	Cc1ccc(NC(=O)C2CCCCC2)c(O)c1	/	/	/
53	Cc1ccccc1NC(=S)N(CCCN1CCC(C)CC1)Cc1ccco1	-9%	-3%	4
54	COc1ccc(CN2C(=O)C(CC(C)C)Nc3ncnc(N4CCN(c5ccccn5)CC4)c32)cc1 (configuration not stated)	0%	0%	20
55	CCOC(=O)c1c(NC(=O)/C=C/c2ccc(C(C)C)cc2)sc2c1CCC2	/	/	-27
56	NS(=O)(=O)c1ccc(Cc2ncc(C(F)(F)F)cc2Cl)s1	?	-18%	-15
57	O=C(NCCCCc1ccccc1)c1ccccc1	1%	-2%	-36
58	CC(C)C(=O)NC(NC(=O)C(C)C)c1ccc([N+](=O)[O-])cc1	1%	?	3
59	O=C1c2cccc3cc([N+](=O)[O-])cc(c23)C(=O)N1c1ccccc1O	-8%	3%	-1
60	COc1cc(OC)c(NS(=O)(=O)c2ccc3c(c2)NC(=O)CCS3)cc1Cl	/	/	-63*

#	AmpC inh detg	Sm TGR block	Giardia FBPA inh
49	17%	0%	/
50	9%	2%	2%
51	-4%	-20%	?
52	13%	6%	-12%
53	-9%	-6%	2%
54	0%	-11%	/
55	-1%	0%	/
56	0%	-1%	-6%
57	-5%	-3%	5%
58	-7%	0%	5%
59	-1%	-3%[57.1 µM]	0%
60	1%	-8%	/

Look-ups from the list:
For AMA1-RON2 inh, entry 59 has the entry 3%
For HCV inh, entry 58 has the entry 1%

More structures follow:
#	mol	HCV inh	AMA1-RON2 inh	HCMV antiviral
61	COc1ccc(-c2nn(-c3ccccc3)cc2/C=N/Nc2ccc(Cl)c(C(=O)O)c2)cc1OC	-15%	9%	4
62	c1ccc2c(c1)sc1nnnn12	4%	5%	103
63	Cc1ccc(N2C(=O)c3n[nH]c(C)c3C2c2ccc(C(C)C)cc2)cc1 (configuration not stated)	/	/	44
64	O=C(CC(CC(=O)c1ccccc1)c1ccncc1)c1ccccc1	?	-14%	-20
65	O=C(CN(Cc1ccccc1F)C(=O)Cn1nnc(-c2cccs2)n1)NCC1CCCO1 (configuration not stated)	?	3%	-24
66	Cc1cccc(C)c1OCc1cc(C(=O)N2CCN(c3ccccc3)CC2C)no1 (configuration not stated)	/	-29%	-24
67	O=S(=O)(Nc1ccc(Cl)cn1)c1ccc(Cl)cc1	17%	1%	0
68	COc1ccc(OCC(=O)Sc2ccc(C)cc2)cc1	42%[activator]	56%[activator]	33
69	CCOCCOC(=O)c1ccc(NC(=O)c2cc3ccccc3o2)cc1	3%	-5%	49
70	O=C(Nc1ccc(Cl)cc1)[C@@H]1[C@@H]2C(=O)N(c3ccc(Cl)cc3Cl)C(=O)[C@@H]2[C@H]2C=CC=NN21	/	/	/

#	AmpC inh detg	Sm TGR block	Giardia FBPA inh
61	0%	-34%	-3%
62	-1%	-2%	0%
63	-5%	-3%	/
64	/	/	/
65	?	0%	4%
66	6%	-3%	/
67	-10%	/	13%
68	-5%	3.2µM*	2%
69	/	/	/
70	0%	?	-12%

Screens: PubChem, National Center for Advancing Translational Sciences (NCATS)

An unsorted share of the library; any-hit rate near 9.3%.
